Screening data: PubChem, National Center for Advancing Translational Sciences (NCATS)
DT40 TDP1 no CPT: qHTS for Inhibitors of human tyrosyl-DNA phosphodiesterase 1 (TDP1): qHTS in cells in absence of CPT; DT40 Tdp1-/- hTDP1 cells, no CPT, ATP luminescence, 48 h; Potency, µM (series often up to 46.2 µM), without a hit: top-dose activity change, negative = growth inhibition, actives largely listed as inhibitors; actives 15% (n = 420,000); AID 686978, 2013; active means well fitted inhibition curve with a large enough effect; inconclusive means small, poorly fitted or top-dose-only effect; further: nearly all actives have a fitted effect of over 55% in size
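Growth kinetics read by CellTiter-Glo luminescence after ≥48 hr at 37 °C. Cells: DT40 Tdp1-/- stably carrying human TDP1, 400 per well, compound exposure in the absence of CPT (DMSO vehicle).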
* = called active by the depositor; ? = inconclusive; & = joins results of further samples. On the % scale 0 is the no-effect control and ±100 the full control effect; potency means the concentration at half of the fitted maximal effect. These rows are one share of the data; rates above refer to the full screens.

Compound	DT40 TDP1 no CPT
COC(=O)CCCn1cc(CN2CC(N3CCN(C)CC3)CS2(=O)=O)nn1 (configuration not stated)	-8.7%
O=C(O)c1ccc(NS(=O)(=O)Cc2ccc(Cl)c(Cl)c2)cc1	6.9%
CC(=O)N1CCN(C(C)=O)c2ccccc21	-12.5%
Cc1noc(C)c1NC(=O)N(C)C[C@H]1Oc2c(cccc2N(C)C)C(=O)N([C@H](C)CO)C[C@@H]1C	1.6%
CC(C)(C)OC(=O)N1CCCC(C(=O)Nc2cccc(C(=O)NC3CC3)c2)C1 (configuration not stated)	-8.0%
O=C(Nc1nnc([C@H]2C[C@H](O)[C@@H](CO)O2)s1)NC1CCCCC1	6.7%
CC(C)(C)CC(C)(C)N=C1Nc2ccc([N+](=O)[O-])cc2N[C@]12C[C@H]1CCCC(=O)N3CC[C@@H](C2)[C@@H]13	11.2µM*
O=C(NCc1cccnc1)c1ccc2nc([C@@H]3O[C@H](CO)[C@H](O)[C@H](O)[C@H]3O)[nH]c2c1	-3.8%
CCS(=O)(=O)N1Cc2cc(C(=O)NCCOC)nc(-c3cccc(-c4ccncc4)c3)c2[C@H]1CCO	-3.5%
CCC/C=C/c1ccc(CN2C(CC(C)C)C(=O)N(Cc3cn(CCOCOC)nn3)CCS2(=O)=O)cc1 (configuration not stated)	-27.4%
N#CCN(C(=O)CSc1nnc(C2CC2)n1C1CC1)c1ccccc1	-0.9%
CC1(C(=O)NS(=O)(=O)c2ccc(Br)cc2)CCN1C(=O)CCC1CCCC1 (configuration not stated)	-6.8%
CCCCOCCCNC(=O)C[C@@H]1C[C@@]2(C(=O)OC)CC(C)(C)CC=C2N(CCc2ccc(OC)c(OC)c2)C1=O	14.6µM*
CN(C(=O)c1cccc(NC(=O)Cc2ccc(NC(=O)C3CCCN(S(=O)(=O)c4cccc([N+](=O)[O-])c4)C3)cc2)c1)C1CCCC1 (configuration not stated)	?
CN(C(=O)c1cccc(NC(=O)Cc2ccc(NC(=O)C3CCN(C(=O)C4CC4)CC3)cc2)c1)C1CC1	3.7%
O=C1[C@H](Cc2ccccc2)NCC=CC[C@@H](c2ccc(Cl)cc2)N1Cc1ccc(Cl)cc1	?
CN(C(=O)c1cccc(NC(=O)Cc2ccc(NC(=O)C3CCN(C(=O)C4CC4)CC3)cc2)c1)C1CCCC1	-13.8%
CCC1NC(=O)c2cc3ccccc3cc2-n2c1nc1cc(C)cc(C)c1c2=O (configuration not stated)	4.11µM*
O=C(O)c1ccc([N+](=O)[O-])cc1Sc1ccsc1	-9.1%
Cc1cc(C)c(Nc2n[nH]c(=S)s2)cc1C	?
Cc1cc(C)nc(N2CCC(C(=O)NC3CCCCCC3)CC2)n1	?
O=C(/C(=N/O)c1ccccc1)c1ccccc1	-0.3%
COc1cc2nc(N3CCCN(C)CC3)nc(N(C)C)c2cc1OC	17.8µM*
Cc1nc(-c2ccccc2)nn1-c1ccc([N+](=O)[O-])cc1	?
Cc1cc(NC2=CC(=O)C(=O)c3ccccc32)no1	11.6µM*

Following part
Compound	DT40 TDP1 no CPT
O=C(Nc1ccc2c(c1)OCCO2)C1c2ccccc2OCC(=O)N1Cc1cccnc1 (configuration not stated)	-1.3%
CCCCc1c(O)c2cccc3c2n(c1=O)CCC3	-3.6%
Nc1ncncc1-c1ccc(F)cc1	?
Cc1cc(NC(=O)CCC(=O)N(CC2CCCO2)C(C(=O)NC2CCCC2)c2ccccc2C)no1 (configuration not stated)	?
COC(=O)c1ccc(C(=O)OC)c(NC(=O)C2CC(=O)N(C3CCCC3)C2)c1 (configuration not stated)	-15.4%
NC(c1ccccc1)c1csc(NC(=O)Nc2cccc(C(F)(F)F)c2)n1 (configuration not stated)	?
O=C(c1cccnc1)N1CCC2CC1c1c(Cl)cccc12 (configuration not stated)	-67.2%
O=C(COc1ccccc1C(=O)OCC(=O)Nc1cccc2ccccc12)Nc1ccc(Br)cc1	?
CCOC(=O)C1(C)CCN1C(=O)c1cc(C)n(C(C)(C)C)n1 (configuration not stated)	-18.7%
CC(C)NC(=O)C1(C)CCCN1C(=O)c1ccc2c(c1)C(C)(C)CCC2(C)C (configuration not stated)	3.66µM*
O=c1[nH]c(=S)[nH]c2c1C(c1ccc(Cl)cc1)OC(CCc1ccccc1)C2 (configuration not stated)	?
COCCNc1nc(NCc2ccc(C)cc2C)c2sccc2n1	14.6µM*
COc1ccccc1CNC(=O)C1(C)CCN1C(=O)C1(c2ccccc2)CC1 (configuration not stated)	25.9µM*
COCCN1C(=O)CN(S(C)(=O)=O)CC1(C)C(=O)NCc1ccccc1 (configuration not stated)	0.1%
O=C(Nc1ccc(F)cc1)C(c1cccc(F)c1)N1CCN(C(=O)c2ccco2)CC1 (configuration not stated)	-28.5%
Cc1c(C(=O)N2CCCCC2c2cccnc2)sc2ncnc(NCc3cccs3)c12 (configuration not stated)	?
C=C(CCO)C1=CCN(S(=O)(=O)C(C)(C)C)[C@@H]1CCO	-7.6%
Cc1nc(Cn2c3ccc(NC(=S)NC4CCCCC4)cc3c(=O)n2C)cs1	?
CC(=O)C1=CCC(c2ccccc2)N(S(C)(=O)=O)C1 (configuration not stated)	10.2%
CC1(C)CN(c2ccc(Br)cc2)C(=O)[C@H]1CC(=O)Nc1ccccc1	?
CCc1nc2ccc(C(=O)NCCOc3ccc(OC)cc3)cn2c1N(CCC(C)C)CCN(C)C	-77.8%
O=C(CNC(=O)N1CC(=O)Nc2ccccc21)NCc1ccc(F)cc1	4.9%
COc1ccccc1CN1[C@@H](CC(=O)O)c2ccccc2S1(=O)=O	-17.1%&-16.8%
Cc1cc(=O)oc2cc(OC(C)C(=O)N3CCOCC3)c(Cl)cc12 (configuration not stated)	-4.9%
CC(C)(C)C(=O)NCCc1nc(-c2ccccc2)no1	-16.4%

Remaining list, next part
Compound	DT40 TDP1 no CPT
Cc1cc(O)ccc1-c1cc(C(=O)NCc2ccc(F)cc2)[nH]n1	-23.7%
COc1ccc(S(=O)(=O)NC(C)c2ccc3c(c2)OCCO3)cc1 (configuration not stated)	-10.2%
CCOc1ccccc1C=NNC(=O)C(=O)NN=Cc1ccccc1OCC	-18.4%
C[C@@H]1CN(Cc2ccc3c(c2)CN(C(=O)CN2CCOc4ccccc4C2)CCO3)C[C@H](C)O1	-22.8%
CC(C)COC(=O)N1CCCCC1c1cc(C(=O)NC(C)C)no1 (configuration not stated)	-21.0%
COc1ccc(NC(=O)CSC2=C(C#N)C(c3ccco3)C(C(=O)Nc3nc4ccccc4s3)=C(C)N2)cc1 (configuration not stated)	?
CCCCCCCCN1C(=O)[C@H](CC(=O)NCCC(C)C)C[C@@]2(C(=O)OC)CC(C)(C)CC=C12	?
COc1ccc(S(=O)(=O)NC(=O)C2(C)CCN2C(=O)c2ccc(C(F)(F)F)nc2C)cc1 (configuration not stated)	2.2%
O=C(CCCN1CCN(c2ccc(F)cc2)CC1)NC1c2ccccc2CSc2ccccc21 (configuration not stated)	?
O=C(O)C(CCc1ccccc1)(Cc1ccccc1)C(=O)O	-0.3%
COc1ccc(-c2cc(=O)c3cc(OCC(=O)OC(C)C)ccc3o2)cc1	-23.8%
COC(=O)[C@@]12C[C@@H](CC(=O)N3CCCC3)C(=O)N(Cc3ccccc3)C1=CCC(C)(C)C2	?
O=c1[nH]c2cccc(Cl)c2c2ccccc12	-13.3%
CC1(C2CCC3C4CCC5CC6(CCC5(C)C4C(=O)CC32C)OCCO6)OCCO1 (configuration not stated)	?
O=C(Nc1ccccc1Cl)c1cc(C2CCCCN2C(=O)OCCF)on1 (configuration not stated)	?
CN(C)c1nc2c(cnn2C)c(=O)[nH]1	-4.8%
CCCCNC(=O)C1C(c2ccc(C(F)(F)F)cc2)=Nc2ccccc2N1C(=O)c1ccc2nc(C)[nH]c2c1 (configuration not stated)	?
NC(=O)c1cccc(Nc2nc(C(N)Cc3ccc(C(F)(F)F)cc3)cs2)n1 (configuration not stated)	10.3µM*
CN(C)S(=O)(=O)n1cc(/C=C(\NC(=O)c2ccccc2)C(=O)N2CCCCC2)c2ccccc21	18.4µM*
CON=C1C=C(C)C(=O)C(C)=C1C	9.8%
Cn1cc(-c2coc3c(C(=O)NCc4cccs4)cccc23)cn1	?
COc1cc(CN2CCc3nnc(C(NS(C)(=O)=O)C(C)C)n3CC2)ccc1F (configuration not stated)	-6.9%
CC1(C(=O)NS(=O)(=O)c2ccc(F)cc2F)CCN1C(=O)C1(c2ccc(Cl)cc2)CC1 (configuration not stated)	-18.4%
COc1cc2oc(=O)cc(CN3CCCCC3)c2cc1Cl	-20.7%
COc1ccc(C(=O)N2CCCC(CO)C2)cc1OC1CCN(C(C)C)CC1 (configuration not stated)	-4.2%

The results go on:
Compound	DT40 TDP1 no CPT
Fc1ccc2cnc(-c3ccccc3)c(-c3cccc(C(F)(F)F)c3)c2c1	18.4µM*
C#Cc1cc(N2CCN(C(=O)c3ccoc3)CC2)n2nc(-c3cccc(Cl)c3)cc2n1	5.8µM*
C=CCOC(=O)C1=C[C@H](c2ccc(Br)cc2)C[C@H](OCCCCO)O1	-17.2%
O=C(Nc1cccc2c1CCCC2)c1cc(C2CCCCN2C(=O)CCCc2ccccc2)on1 (configuration not stated)	?
COCCNC(=O)C1(C)CCCN(C(=O)Cc2ccc3ccccc3c2)C1 (configuration not stated)	?
O=C(NC1(C(=O)O)CCCC1)C(Cl)Cl	0.5%
O=C(NCc1cccc(F)c1)c1[nH]c(C(F)(F)F)nc1-c1ccccc1	?
COc1cccc(NC(=O)Nc2nnc([C@H]3C[C@H](O)[C@@H](CO)O3)s2)c1	-2.9%
COc1ccc(NC(=O)C2c3ccccc3OCC(=O)N2C2CC2)cc1 (configuration not stated)	-21.2%
Cc1ccc(NCCCn2cnc3c(OCc4ccccc4)ncnc32)cc1C	?
O=C(NCc1ccccc1)C(c1ccncc1)n1c(=O)c(-c2ccccc2)nc2ccccc21 (configuration not stated)	?
F[B-](F)(F)COCc1ccccc1Br	-0.7%
O=C(Cc1ccc(S(=O)(=O)N2CCOCC2)s1)N1CCN(S(=O)(=O)c2ccccc2F)CC1	-15.5%
Cc1nc2cc(NC(=O)[C@@H]3C[C@@H](Sc4ccccn4)CN3Cc3ccccc3F)ccc2s1	-2.8%
Cc1cnc(-n2ncc(C(=O)NCCc3ccncc3)c2-c2cccs2)nc1-c1ccc(F)cc1	?
CC(C)n1c(=O)[nH]c(=O)n1C(C)C	-4.7%
O=C(c1cccc(-c2cccc3nccn23)c1)N1CCOCC1	0.8%
Cc1ccccc1CN1C(=O)c2ccccc2C1c1nnnn1C(C)C (configuration not stated)	?
Cn1c(Oc2cccc(Cl)c2)nc2c1c(=O)n(Cc1ccccc1Cl)c(=O)n2C	-26.8%
O=c1[nH]cc(C=NNc2ccccc2)c(=O)[nH]1	-7.6%
COc1ccc([C@H]2/C=C\CN(S(=O)(=O)c3ccc(C)cc3)[C@@H](C)C(=O)N2Cc2ccc(F)cc2)cc1	?
CC1CN(C(=O)COC(=O)/C=C/c2ccccc2)CC(C)O1 (configuration not stated)	?
COCCNC(=O)C1CCCN(Cc2ccc(C)cc2)CC1 (configuration not stated)	-0.7%
Cc1cnc(-n2ncc(C(=O)NCCc3ccccn3)c2C)nc1-c1ccc(F)cc1	?
OCCN1CCN(Cc2ccc3c(c2)CN(Cc2ccc4ccccc4c2)CCO3)CC1	-14.1%

Further entries
Compound	DT40 TDP1 no CPT
O=C1Nc2ccccc2C(=O)N(C2CCCC2)C1C(=O)NC1CC1 (configuration not stated)	5.7%
COc1ccc(/C=C/c2c(-c3cccc(C)c3)oc3ccc(N4CCOCC4)cc23)cc1	-27.5%
O=C(CSc1ncccn1)N(Cc1cccnc1)C(CCc1ccccc1)c1nc2ccccc2[nH]1 (configuration not stated)	?
Cc1ccc(NC(=O)COC(=O)Cn2c(C)csc2=O)cc1S(=O)(=O)N1CCOCC1	5.6%
C=CCC[C@H](CCCCC)OC(=O)/C=C/[C@H](O)[C@@H](O)C[C@@H](O)CC=C	14.6µM*
COCCn1c(SCC(=O)Nc2ccc(F)cc2F)nc2c(c1=O)SCC2	?
CN(C)c1ccc(/C=C/c2cccc3ccccc23)cc1	?
CCN(CC)CCN(C)C(=O)c1[nH]c(C(F)(F)F)nc1-c1ccccc1	1.3%
O=C1c2cccc(NCCCNCCO)c2C(=O)c2cccc(NCCCNCCO)c21	5.8µM*

Single values from the results shown:
DT40 TDP1 no CPT result of `Cc1noc(C)c1NC(=O)N(C)C[C@H]1Oc2c(cccc2N(C)C)C(=O)N([C@H](C)CO)C[C@@H]1C` is entered as 1.6%
DT40 TDP1 no CPT result of `O=c1[nH]c2cccc(Cl)c2c2ccccc12` is entered as -13.3%

An excerpt taken from the entries so far, for reference:
Compound	DT40 TDP1 no CPT
O=C(CSc1ncccn1)N(Cc1cccnc1)C(CCc1ccccc1)c1nc2ccccc2[nH]1 (configuration not stated)	?
Cc1ccc(NC(=O)COC(=O)Cn2c(C)csc2=O)cc1S(=O)(=O)N1CCOCC1	5.6%
C=CCC[C@H](CCCCC)OC(=O)/C=C/[C@H](O)[C@@H](O)C[C@@H](O)CC=C	14.6µM*
COCCn1c(SCC(=O)Nc2ccc(F)cc2F)nc2c(c1=O)SCC2	?
CN(C)c1ccc(/C=C/c2cccc3ccccc23)cc1	?
CCN(CC)CCN(C)C(=O)c1[nH]c(C(F)(F)F)nc1-c1ccccc1	1.3%
O=C1c2cccc(NCCCNCCO)c2C(=O)c2cccc(NCCCNCCO)c21	5.8µM*
